# Screens deposited in PubChem BioAssay by several laboratories.
# Tb hexokinase: T. brucei hexokinase 1 inhibition | inhibition, % at 10 µM | recombinant TbHK1, G6PDH-coupled NADH A340 | 220,000 compounds, 0.11% hits;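 active = inhibition of 50% or more in the single-dose primary screen; inactive = inhibition below 50%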
# EP2 mod: modulates human prostaglandin E2 receptor EP2 signaling; 260,000 compounds, 0.83% hits; EP2-expressing cells, cAMP HTRF FRET, PGE2 co-stimulation; P43116; AID 940; induction, % at 25 µM;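 active = compounds whose cAMP rise, as percent of the full-agonist control response, exceeds 60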;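 note: rat C6 glioma line stably carrying human EP2 under a CMV promoter; the protocol text gives 20 µM as final concentration; 100% = response of wells given 1 µM PGE2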
# Target sequence (P43116 whole entry, looked up): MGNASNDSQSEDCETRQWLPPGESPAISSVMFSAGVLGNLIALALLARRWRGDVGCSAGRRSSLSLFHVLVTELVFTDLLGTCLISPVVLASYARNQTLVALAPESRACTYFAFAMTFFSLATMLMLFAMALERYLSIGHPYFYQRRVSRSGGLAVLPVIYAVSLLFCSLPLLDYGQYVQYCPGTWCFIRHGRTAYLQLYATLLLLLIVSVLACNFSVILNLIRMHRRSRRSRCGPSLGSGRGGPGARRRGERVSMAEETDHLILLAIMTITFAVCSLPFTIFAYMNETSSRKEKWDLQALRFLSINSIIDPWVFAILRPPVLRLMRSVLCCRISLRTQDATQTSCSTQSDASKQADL
# EP2 antag: blocks the human prostaglandin E2 receptor EP2 | C6 glioma cells expressing human EP2, cAMP TR-FRET; cells stimulated with saturating PGE2 | inhibition, % at 25 µM | 260,000 compounds, 0.52% hits;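 active = percent inhibition above 40 after rounding to a whole number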;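 note: rat C6 glioma host cells with rolipram phosphodiesterase inhibitor present; the protocol text gives 20 µM as final concentration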
# Calpain2 inh: blocks pig calpain II enzyme activity; purified calpain II, fluorogenic peptide substrate, 30 min; inhibition, % at 16 µM; 220,000 compounds, 0.37% hits; AID 1236;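 active = inhibition above about 50%, limit read from the data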
# L929 necroptosis: blocks zVAD induced death of L929 cells; 220,000 compounds, 0.38% hits; L929 zVAD necroptosis rescue, ATP luminescence, 24 h; with zVAD 60 µM; viability rescue, % at 10 µM; AID 1377;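 active = activation, scaled between plate controls, above about 75%, limit read from the data; inactive = activation under that limit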;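 note: 0% = zVAD with DMSO and 100% = DMSO alone without zVAD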
# Hck-Nef inh: blocks Nef-activated human Hck kinase; inhibition, % at 20 µM; P08631; 220,000 compounds, 0.68% hits; Recombinant Hck-YEEI plus Nef, Z-Lyte FRET kinase assay;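 active = Hck-Nef kinase inhibition above about 50%, limit read from the data; inactive = inhibition below that limit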;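 note: 0% = DMSO with Hck plus Nef and 100% = Hck alone without Nef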
# eIF4E-4G inh: blocks eIF4E binding to eIF4G. AID 782. P63073+Q04637. TR-FRET eIF4E-eIF4GI(517-606) binding, 2 h. 220,000 compounds, 0.37% hits. inhibition, % at 21.7 µM;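 active = inhibition above about 30%, limit read from the data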;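 note: 0% = full FRET control wells and 100% = background wells lacking eIF4GI fragment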
# Rad51 HR inh: Rad51 (human) homologous recombination inhibition; hRad51 DNA strand exchange, fluorescence dequenching; AID 1385; inhibition, % at 10 µM; 200,000 compounds, 0.085% hits;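 active = inhibition above 40% at the single screening dose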;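 note: 0% = DMSO control wells and 100% = blanks with heterologous ssDNA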
# Target sequence (Q06609 whole entry, looked up): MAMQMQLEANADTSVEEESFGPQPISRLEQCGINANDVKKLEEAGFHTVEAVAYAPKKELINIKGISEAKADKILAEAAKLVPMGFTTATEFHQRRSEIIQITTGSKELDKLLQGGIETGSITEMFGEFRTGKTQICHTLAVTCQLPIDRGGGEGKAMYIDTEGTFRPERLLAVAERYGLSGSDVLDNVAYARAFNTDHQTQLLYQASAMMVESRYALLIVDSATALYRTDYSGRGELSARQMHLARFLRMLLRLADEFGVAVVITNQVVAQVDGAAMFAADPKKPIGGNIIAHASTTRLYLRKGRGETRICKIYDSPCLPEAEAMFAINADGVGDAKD
#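 Material: Human Rad51 nucleoprotein filaments preassembled on unlabelled ssDNA | Also added: Labelled 47-mer dsDNA for strand exchange | Dosing: Single dose, 10 µM final compound | Schedule: 30-min compound preincubation and 15-min exchange, both room temperature | Technique: Fluorescence dequenching at 485/520 nm | Measure: Percent inhibition relative to plate controls and blanks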
# 14-3-3 Bad PPI: disrupts binding of bovine 14-3-3 zeta to phospho-Bad peptide; P63103; TR-FRET 14-3-3zeta/Dy647-pBad peptide displacement, 1 h; inhibition, % at 21.7 µM; 220,000 compounds, 0.71% hits;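 active = inhibition above about 70%, limit read from the data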;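 note: 0% = full 14-3-3 plus peptide FRET controls and 100% = background without 14-3-3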
# Target sequence (P63103 whole entry, looked up): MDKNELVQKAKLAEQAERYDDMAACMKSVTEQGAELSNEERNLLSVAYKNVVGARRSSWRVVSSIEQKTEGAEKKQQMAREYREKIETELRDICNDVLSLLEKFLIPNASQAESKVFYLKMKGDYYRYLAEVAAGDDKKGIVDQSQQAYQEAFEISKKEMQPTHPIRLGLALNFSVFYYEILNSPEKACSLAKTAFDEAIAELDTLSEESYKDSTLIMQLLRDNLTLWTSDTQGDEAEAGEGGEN
# Active calls of the source: *; nt = no result given; & = joins results of further samples; [ ] = dose if it differs, or a comment. This is a subset; the hit share may differ from the screen's.
# Sample of the layout, 2 compounds:
Molecule	L929 necroptosis	EP2 antag	Tb hexokinase	Calpain2 inh	eIF4E-4G inh	Hck-Nef inh	EP2 mod	Rad51 HR inh	14-3-3 Bad PPI
O=C(NNC(=O)[C@H]1CC=CC[C@H]1C(=O)O)c1ccc(Cl)cc1Cl	1.8	2	-7	-19	2	20	30	-4	-15
Cc1cc2ncn(CC(C)C)c2cc1C	-1.1	8	-5	0	0	23	17	-9	36

# The listing, previewed entries included:
Molecule	L929 necroptosis	EP2 antag	Tb hexokinase	Calpain2 inh	eIF4E-4G inh	Hck-Nef inh	EP2 mod	Rad51 HR inh	14-3-3 Bad PPI
O=C(NNC(=O)[C@H]1CC=CC[C@H]1C(=O)O)c1ccc(Cl)cc1Cl	1.8	2	-7	-19	2	20	30	-4	-15
Cc1cc2ncn(CC(C)C)c2cc1C	-1.1	8	-5	0	0	23	17	-9	36
CC1=CC(C)=Nc2ccc(C)cc2N1	1.1&1.0	13&5	1&-14	10&20	-3&5	0&2	-20&-5	5&-5	0&-4
Clc1ccc(-c2cn3c(n2)-c2ccccc2C3)cc1Cl	7.6	7	-11	-6	-3	2	-35	4	1
O=C(Nc1cnn(Cc2ccc(Cl)cc2)c1)C1CCCC1	2.5	11	-1	-2	-11	5	-14	-2	7[fluorescence artefact?]
O=C(C1CCCN(S(=O)(=O)c2ccc(F)cc2)C1)N1CCCC1 (stereo not given)	-0.4	20	1	-6	-6[fluorescence artefact?]	-2	12	-10	-9[fluorescence artefact?]
CCc1ccccc1N(CC(=O)NCc1ccco1)C(=O)c1snc(C(N)=O)c1N	1.8	8&10	12	-222	-5	14	4&-26	-10	2
CCOc1ccc(NC(=O)c2nccnc2CO)cc1	0.4	6	-7	-14	3	1	9	nt	-5
CC(=O)c1ccc(NC(=S)N2CCCC(CO)C2)cc1 (stereo not given)	-1.0	18	-15	-8	-1	1	3	-3	-14
Cc1ccc(-n2c(SCC(=O)OC(C)C)nnc2-c2ccncc2)cc1	-0.3	22	1	1	2[fluorescence artefact?]	-1	16	4	4[fluorescence artefact?]
Cc1ccc(C2(C)NC(=O)N(CC(=O)Nc3ccc4c(c3)OCO4)C2=O)cc1 (stereo not given)	1.8	5	-2	27	0	-3	19	-1	-3[fluorescence artefact?]
CCC(=O)NNc1ccc(Br)cc1	-0.3	7	6	13	-2	-9	-12	-2	2
CC1=C(C(=O)Nc2ccccc2)C(c2ccco2)NC(=S)N1 (stereo not given)	-0.2	12	-14	28	-4	-2	-1	-2	-12
COc1cccc(CN(C)CC(=O)Nc2ccccc2C(C)C)c1	-0.3	2	6	44	6	-9	15	-9	40
Cc1cccc(-c2nc3c(c(SCC(=O)N(C)C)n2)CCCC3)c1	-0.9	9	4	2	5	13	9	-9	-8
CC(=O)Nc1ccc(S(=O)(=O)Nc2nnc(C(C)C)s2)cc1	-0.3	11	-5	3	2	0	16	-2	11
CCCc1c(C)nn(C(=O)/C(C#N)=N/Nc2ccccc2[N+](=O)[O-])c1C	0.9	1	-12	-11	3	16	-9	-15	-7
O=C(O)CCc1nc2ccccc2n(CCc2ccccc2)c1=O	-0.3	16	-9	-211	10	1	18	-6	-6
CCC(C)(C)n1nnnc1C(c1ccc(C)cc1)N1CCN(Cc2cccnc2)CC1 (stereo not given)	-0.3	10	2	-32	-4	1	4	-1	4
S=c1[nH]nc(-c2ccccc2)o1	0.3	30	-1	-1	3	0	35	18	34
CCC(C)(C(=O)NC1CCCCC1)N(C(=O)c1ccccn1)c1ccccc1 (stereo not given)	-0.8	6	-4	2	3	0	-2	0	-6
O=C(N/N=C/c1coc2ccccc2c1=O)c1cccc([N+](=O)[O-])c1	0.4	7	-3	-12	1	30	23	nt	-9
Cc1cccc(-c2nnc(NC(=O)c3ccc(N4C(=O)CCC4=O)cc3)s2)c1	nt	12	-15	-101	8[fluorescence artefact?]	3	-5	0	-3[fluorescence artefact?]
CCOC(=O)C1=C(C)OC(N)=C(C#N)C1c1ccsc1 (stereo not given)	-0.2	9	-4	4	0	1	15	3	12[fluorescence artefact?]
COCc1cc(=O)[nH]c(-c2ccc(C(F)(F)F)cc2)n1	0.2	8	-8	-6	-5	15	-14	8	-14
CSc1nc2c(c(=O)[nH]1)C(c1ccccc1Cl)CC(=O)N2 (stereo not given)	0.4	7	-3	7	-1	23	-1	0	-2
COCCNc1nc2sc3c(c2c(=O)n1Cc1ccco1)CCCCC3	1.2	9	-8	16	-1	-2	23	-2	-9
N#C/C(=C\c1cccs1)C(=O)Nc1nccs1	1.6	7	-29	-12	5	35	-15	0	-11
Cc1cc(C)c(C#N)c(SCC(=O)NN2CC(=O)N(c3ccccc3F)CC2=O)n1	0.6	3	1	-55	18	6	9	4	-6
CCOc1ccc(NC(=O)C2CC(=O)N=C(N)S2)cc1 (stereo not given)	1.1	9	-8	-20	-7	0	-14	0	6
COc1ccccc1-n1cc(-c2ccc(Cl)cc2)[nH]c1=O	2.3	7	-4	4	1	5	6	-7	-12[fluorescence artefact?]
COc1ccccc1CNC(=O)COC(=O)c1cccnc1SCC(=O)NCc1ccccc1OC	1.7	9	4	-12	-2	-8	-49	-10	-3
Cc1ccc(C2(c3noc(CN(C)Cc4cnn(C)c4)n3)CCCC2)cc1	-0.7	6	-7	1	2	-6	-8	18	-8
CCCC(C)NC(=O)c1ccc(F)cc1 (stereo not given)	-0.2	9	4	20	3	1	-18	-3	17[fluorescence artefact?]
CCCc1cc(=O)oc2cc3occ(C)c3cc12	0.6	6	-13	-343	13	4	7	2	-4
COc1ccc(-n2ccnc2SCC(=O)NCc2ccco2)c(OC)c1	-0.5	8	5	13	-1	13	-2	3	11
Cc1ccc(SC2CC(=O)N(c3ccc4c(c3)OCCO4)C2=O)cc1 (stereo not given)	-0.1	4	-1	-2	3	-9	15	-49	-19
COc1cc(NC(=S)NC(=O)C(C)C)ccc1NC(=O)c1cc2ccccc2o1	20	6	-4	-34	1	-6	54	7	0
Cc1ccc(S(=O)(=O)Nc2cnc3ccccc3c2)cc1	3.7	8	-2	3	4	10	-12	-1	17
Cc1nc(-c2cccc(NS(C)(=O)=O)c2)cs1	-0.2	3	-5	9	1	-2	12	-2	-17
CC(=O)N1CCN(c2ccc([N+](=O)[O-])c(-n3nc(C)cc3C)c2)CC1	-0.7	13	-10	25	-3	-1	15	nt	-3[fluorescence artefact?]
O=C(O)c1ccccc1C(=O)N1CC=C(c2ccccc2)CC1	-0.3	11	-6	-7	0	0	-4	-8	2
O=C(CCSc1ccc(Cl)cc1)NC1CCCCC1	0.5	nt	5	11	12	3	-59	nt	16
COc1ccc(CN(CC(=O)NC2CCCCC2)C(=O)CCCC(=O)Nc2ccccn2)cc1	3.2	2	-3	10	0	21	17	-4	-9
O=C1c2ccccc2C(Nc2ccc(Cl)cn2)N1c1cccnc1 (stereo not given)	-0.3	11	-7	-36	2	0	25	-12	8
COc1ccccc1NC(=O)c1ccccc1NS(C)(=O)=O	-0.3	8	-10	6	9	0	8	-11	16
O=C(O)CCC/C=C\C[C@@H]1[C@@H](/C=C/[C@@H](O)COc2cccc(Cl)c2)[C@H](O)C[C@@H]1O	3.2	18	-1	-7	4[fluorescence artefact?]	-6	23	0	2[fluorescence artefact?]
CCN1CCN(C(=O)c2ccccc2N(Cc2ccccc2)S(C)(=O)=O)CC1	-1.1	6	-2	1	-2[fluorescence artefact?]	-3	6	-2	-15[fluorescence artefact?]
CC(C)C(NC(=O)C1CCCCC1)C(=O)N1CCN(c2ccc(F)cc2)CC1 (stereo not given)	-0.2	8	30	4	0[fluorescence artefact?]	1	23	2	10[fluorescence artefact?]
COC(=O)Nc1sc2c(c1C(N)=O)CCCCCC2	0.6	17	2	1	1	-9	-9	5	7
COc1ccccc1NC(=O)Cn1nc(C(F)(F)F)c2c1CCCC2	0.6	10	10	0	0	9	34	-7	-6
CCOc1ccc(N2C(=O)CC(NCCNc3ccc(C(=O)c4cccs4)cc3)C2=O)cc1 (stereo not given)	0.7	12	-18	30	-2	17	-84	4	-8
Cc1ccc(C(=O)NCCc2cccc(Cl)c2)cc1[N+](=O)[O-]	3.4	5	1	13	4[fluorescence artefact?]	2	-5	3	-4[fluorescence artefact?]
C/C(O)=C(\C#N)P(=O)(c1ccccc1)c1ccccc1	-0.3	2	-13	4	1	5	12	-1	1
OCCn1c(C(F)(F)F)nc2ccccc21	-0.3	3	8	-19	-6	6	-3	-10	2
Cc1ccc(S(=O)(=O)Cc2ccc(C(=O)OCc3ccccc3)cc2)cc1	0.4	8	9	-16	-2	-1	12	-7	-10
Cc1cnc2cc(Cl)ccc2c1SCC(=O)O	-0.1	6&11	-12	3	0	16	16&40	1	4
Cc1ccccc1NS(=O)(=O)c1ccc2[nH]c(=O)[nH]c2c1	0.8	8&7	1	-12	-4	11	-35&-16	5	-2
COn1c(SCc2ccc(C)cc2C)nc2ccccc2c1=O	0.0	6	-6	8	-3	1	21	2	10
O=C(CSc1nnc(-c2cccs2)n1CC1CCCO1)N1CCCC1 (stereo not given)	1.0	0&0	0	-15	-1	20	6&24	-1	-8

# The list continues.
Molecule	L929 necroptosis	EP2 antag	Tb hexokinase	Calpain2 inh	eIF4E-4G inh	Hck-Nef inh	EP2 mod	Rad51 HR inh	14-3-3 Bad PPI
O=C(COC(=O)C1CCCCC1)Nc1cc([N+](=O)[O-])ccc1F	1.7	3	-8	46	-2	-18	-17	0	-6
CCC(C)c1ccc(NC(=O)CC(C)=O)cc1 (stereo not given)	0.6	12	-2	-26	-8	-1	15	-3	1
CC(=O)Nc1ccc(S(=O)(=O)NC2(C(F)(F)F)C(=O)Nc3c2c(=O)n(C)c(=O)n3C)cc1 (stereo not given)	-0.4	3	-14	-18	6[fluorescence artefact?]	2	-16	nt	9[fluorescence artefact?]
Cc1cc(C)c(C#N)c(OCC(=O)c2ccc(Br)cc2)n1	-0.2	6	2	-6	3	1	34	5	-7
O=C(CCN1CCN(c2ccccc2F)CC1)c1ccc(Br)cc1	0.8	9	7	-2	0	-1	-16	3	27[fluorescence artefact?]
CCn1c(CNc2cccc(C(F)(F)F)c2)n[nH]c1=S	5.0	16&6	3	-37	-3	26	8&8	2	-7
COCCCN=Cc1c(-c2ccccc2)[nH]n(-c2nc3ccccc3s2)c1=O	0.5	5	-21	21	2	4	-26	14	-1
CC(C)(C)c1ccc(NC(=O)N2CCN(c3ccc([N+](=O)[O-])cn3)CC2)cc1	4.5	11	7	0	0	7	-50	8	-4
CC1C(=O)NN=C1C(=O)N/N=C/c1cccs1 (stereo not given)	-0.6	8	-37	-15	-1	15	26	2	-15
COC(Cn1c2c(c3cc(C)ccc31)CCCC2NCc1ccccc1)OC (stereo not given)	-1.4	5	-1	-6	5	17	51	nt	4
Cc1ccccc1CSc1nc2c(c(=O)[nH]1)CCCC2	-0.1	nt	-7	-4	-11	-2	16	nt	-4
CCCOc1ccc(C(=O)CCNc2ccc(C)c(Cl)c2)cc1	-0.1	5	-15	28	-2	0	-12	3	4
COC(=O)C1=C(C)N(c2cc(C)cc(C)c2)/C(=C/c2ccco2)C1=O	-0.9	10	-23	-9	5	21	-24	13	-13
O=S(=O)(N/N=C\C=C\c1ccccc1)c1ccc(Cl)cc1	0.2	8	-46	-28	9[fluorescence artefact?]	-4	-1	1	-6[fluorescence artefact?]
O=C(Cn1cc(C(F)(F)F)ccc1=O)N/N=C/c1ccc(Cl)cc1Cl	-0.1	3	2	-8	22[fluorescence artefact?]	1	7	16	12[fluorescence artefact?]
